Pol beta inh: DNA polymerase beta (human) inhibition. P06746. Pol beta primer extension/strand displacement, fluorescence kinetic. Potency, µM (highest dose often 114 µM), for the others: at the top dose activity change, negative = inhibition, actives largely listed as inhibitors. 340,000 compounds, 1.3% hits. AID 485314; note: potency is the fitted concentration of half-maximal effect; % is set by controls: 0 for no effect and ±100 for the full control effect
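10 nM enzyme + cpd, 15 min RT; start with substrate 50 nM final; read 0 min and after 10 min RT. Corrected, normalized data; 4-parameter Hill curve fit.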
GRP78 ERSR act: ER stress response induction in glioma. U87-MG GRP78 promoter luciferase reporter, 16 h. Potency, µM, inactives show top-dose activation, most hits filed as activators. 420,000 compounds, 0.02% hits; note: potency is the fitted concentration of half-maximal effect; series mostly up to about 76 µM; % of control where 0% means no effect; nearly all actives have a fitted effect of over 35% in size
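ERSR induction read as luciferase luminescence (Bright-Glo, 10 min at room temperature) in stably transfected human U87-MG glioma cells exposed to compounds for 16 h, using GRP78 as sensor.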
POLH inh: DNA polymerase eta (human) inhibition. AID 588591. 390,000 compounds, 1.2% hits. Potency, µM (titrated, usually from 114 µM), for the others: at the top dose activity change, negative = inhibition, usual class: inhibitors. recombinant Pol eta, fluorescent DNA replication assay. Q9Y253; note: potency is the fitted concentration of half-maximal effect; % is set by controls: 0 for no effect and ±100 for the full control effect
Target sequence (Q9Y253 whole entry, looked up): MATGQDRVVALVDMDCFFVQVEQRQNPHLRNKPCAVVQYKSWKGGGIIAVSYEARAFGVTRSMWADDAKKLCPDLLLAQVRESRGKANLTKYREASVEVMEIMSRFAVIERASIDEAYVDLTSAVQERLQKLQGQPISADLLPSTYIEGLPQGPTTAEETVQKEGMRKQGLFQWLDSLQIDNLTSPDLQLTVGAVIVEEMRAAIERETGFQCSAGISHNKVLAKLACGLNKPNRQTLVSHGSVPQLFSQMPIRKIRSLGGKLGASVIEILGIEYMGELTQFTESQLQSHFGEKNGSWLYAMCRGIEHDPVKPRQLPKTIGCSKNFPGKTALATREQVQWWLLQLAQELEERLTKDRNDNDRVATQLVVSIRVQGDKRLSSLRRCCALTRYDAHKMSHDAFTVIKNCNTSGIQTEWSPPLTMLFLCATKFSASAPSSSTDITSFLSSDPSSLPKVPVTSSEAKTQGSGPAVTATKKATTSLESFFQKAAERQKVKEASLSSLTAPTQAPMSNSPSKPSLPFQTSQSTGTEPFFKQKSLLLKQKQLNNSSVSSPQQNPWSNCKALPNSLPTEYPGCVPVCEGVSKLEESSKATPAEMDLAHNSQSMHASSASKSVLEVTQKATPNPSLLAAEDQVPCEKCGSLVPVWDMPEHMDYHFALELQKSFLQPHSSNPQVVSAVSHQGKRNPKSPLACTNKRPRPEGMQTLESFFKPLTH
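Pol eta (10 nM) was preincubated with compounds for 15 min at room temperature, after which fluorescent replication substrate (50 nM final) was added to start the reaction. Fluorescence was read kinetically at 0 and 10 min.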
LDHA block: LDHA (human) enzyme inhibition; P00338; AID 1347041; purified LDHA, NADH/diaphorase-resazurin fluorescence; stronger effect = lower value; activity change, % (values are at about 110 or 230 µM); 480,000 compounds, 0.15% hits; in the data active = activity change below about -30%; inconclusive = mostly about -25% to -30%;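 note: plate controls were DMSO wells for no effect and wells without enzyme for full effect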
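Human LDH5 (2 nM) was incubated with 0.06 mM NADH and 0.2 mM pyruvate for 5 min at room temperature in Tris pH 7.4. Remaining NADH was coupled through diaphorase/resazurin, and resorufin fluorescence was read at 0 and 20 min.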
Pol kappa inh: DNA polymerase kappa (human) inhibition | Potency, µM (top dose mostly 107 µM), inactives show at the top dose activity, negative = inhibition, most hits filed as inhibitors | 400,000 compounds, 0.53% hits | purified Pol kappa, fluorescent DNA synthesis assay, 10 min; note: potency is the fitted concentration of half-maximal effect; % is set by controls: 0 for no effect and ±100 for the full control effect
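Readout: fluorescence, taken kinetically at 0 and 10 min. Conditions: 10 nM Pol kappa, 15 min RT compound preincubation, 50 nM substrate final. Controls: enzyme-free buffer wells.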
BLM helicase inh: Bloom syndrome helicase (human) inhibition | P54132 | Potency, µM (doses to about 56.1 µM), inactives show top-dose activity change, negative = inhibition, actives largely listed as inhibitors | recombinant BLM DNA unwinding, fluorescence dequenching | AID 2528 | 350,000 compounds, 0.2% hits;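 note: potency is the fitted concentration of half-maximal effect; plate controls were vehicle for no effect and no enzyme for full effect; nearly all actives have a fitted effect of over 35% in size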
Anesthetic bind: binds horse apoferritin like a general anesthetic | P02791 | apoferritin/1-aminoanthracene competitive binding, fluorescence | Potency, µM (doses to about 77.5 µM), inactives show at the highest dose activity change, negative = displacement, actives largely listed as inhibitors | 350,000 compounds, 0.074% hits | AID 485281; note: potency is the fitted concentration of half-maximal effect; % is set by controls: 0 for no effect and ±100 for the full control effect; nearly all actives have a fitted effect of over 20% in size
Target sequence (P02791 2-175 limits assumed): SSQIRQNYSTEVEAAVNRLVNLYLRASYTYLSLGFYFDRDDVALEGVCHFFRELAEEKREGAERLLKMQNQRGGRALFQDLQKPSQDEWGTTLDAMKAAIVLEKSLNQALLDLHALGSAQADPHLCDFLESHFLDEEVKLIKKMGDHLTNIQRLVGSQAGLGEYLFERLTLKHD
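Steps: apoferritin (10 uM) was premixed with half-saturated 1-AMA in PBS, compounds were pin-transferred, plates stood 10 min at room temperature, fluorescence was read at 380/535 nm, and curves were fitted with a Hill equation.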
Pol iota inh: DNA polymerase iota (human) inhibition. AID 588590. Potency, µM (titrated, usually from 115 µM), for inactives: top-dose activity, negative = inhibition, most hits filed as inhibitors. Pol iota fluorescent replication assay, 10 min. 390,000 compounds, 1% hits. Q9UNA4; note: potency is the fitted concentration of half-maximal effect
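Fluorescent replication assay read twice, at 0 min and 10 min after adding 50 nM (final) substrate. Enzyme (10 nM) and compounds were first incubated 15 min at room temperature; enzyme-free buffer wells were negative controls.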
APE1 inh: blocks human APE1 abasic DNA cleavage; P27695; recombinant APE1, TAMRA/BHQ-2 abasic DNA cleavage fluorescence; Potency, µM (top dose mostly 65.8 µM), without a hit: at the highest dose activity change, negative = inhibition, hits mostly inhibitors; 350,000 compounds, 0.35% hits;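 note: potency is the fitted concentration of half-maximal effect; plate controls were vehicle for no effect and reference inhibitor for full effect; nearly all actives have a fitted effect of over 55% in size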
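Readout is kinetic fluorescence (ex 525, em 598 nm) from cleavage of 50 nM TAMRA/BHQ-2 THF abasic duplex by 0.75 nM APE1, compound added 15 min beforehand at RT.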
Numbers without * were called inactive; u = inconclusive; x = not tested or not shown; & = joins results of further samples; ! = not active in a repeat; [ ] = remark or other dose. Unless noted, calls come from the whole dose curve; as a rule, active = well fitted curve in the direction sought with a large enough effect; inconclusive = small, poorly fitted or top-dose-only effect, or another doubt; inactive = no such curve, though single readings can be large; an effect the other way counts as inactive or inconclusive. The list is partial, so the mix of outcomes need not match the whole.

Values run as follows: Pol beta inh | GRP78 ERSR act | POLH inh | LDHA block | Pol kappa inh | BLM helicase inh | Anesthetic bind | Pol iota inh | APE1 inh
- CCCCC1=CC2=CC(=O)C(C)(OC(=O)CC)C(=O)C2=CN1C1CCCC1 (stereo not given)
 : 14.8% | -2.2% | 3.9% | 17.6 | -20.9% | -12.2%[12.4 µM] | -15.7% | 57.1%[activator] | -1.9%[12.4 µM]
- O=C(CSc1cccc[n+]1[O-])N1CCCc2ccccc21
 : 3.5% | -4.7% | -3.5% | -4.1 | 12.1% | -1.9% | -14.9% | 88.4%[activator] | -2.3%
- O=C(CN1CCCCC1)Nc1ccc(F)c(Cl)c1
 : 7.0% | -1.0% | -9.1% | -5.0 | -0.7% | 23.0% | -18.2% | 20.0% | -10.5%
- O=C(NCc1cccs1)C1CC(=O)N(c2ccccc2)C1 (stereo not given)
 : -18.4% | -1.8% | -5.5% | -4.3 | 3.2% | 0.5% | 3.4% | -9.4% | 1.8%
- Cc1cn(CC(=O)NCCCc2ccccc2)c(=O)[nH]c1=O
 : x | -3.1% | -5.5% | 0.3 | -22.0% | x | x | -2.2% | x
- CC(=O)Nc1ccc(S(=O)(=O)Nc2cccc(-c3nc4cc(C)ccc4o3)c2)cc1
 : x | -0.9% | -16.1% | -3.1 | -1.6% | x | x | 21.4% | x
- COc1ccc(CNC(=O)CN(c2cccc(OC)c2)S(C)(=O)=O)cc1
 : 10.4% | 1.2% | -2.6% | 2.8 | -7.8% | -4.3% | -8.9% | 0.8% | 0.4%
- COc1ccccc1NC(=O)c1cccc(S(=O)(=O)N2CCOCC2)c1
 : 0.1% | -0.8% | -15.8% | -2.8 | 0.0% | -1.7% | -7.8% | 7.0% | 27.8%
- CSc1ccccc1OCc1cc(C(=O)NCCCn2nc(C)cc2C)no1
 : 46.5% | 0.6% | -10.5% | -1.9 | -19.4% | -10.3% | u | -1.0% | 3.8%
- COc1ccc(-c2nc(C#N)c(NCCN(C)C)o2)cc1
 : x | -3.6% | -18.4% | -12.7 | -10.8% | x | x | -13.5% | x
- COC(=O)c1ccccc1NC(=O)c1ccc(F)cc1
 : 1.8% | -1.3%&9.7% | -11.8% | -9.8&-3.3 | -7.9% | -3.9%&-1.7% | -12.1% | 9.7% | -1.8%&-8.0%
- Cc1ccc(CNC(=O)C(=O)NCC2OCCCN2S(=O)(=O)c2ccc(F)cc2)cc1 (stereo not given)
 : 7.9% | -0.8% | -4.5% | -6.1 | -19.4% | -1.3% | -19.8% | 11.3% | -5.0%
- CC1CC(C)CN(CCCNC(=O)CN2C(=O)c3cccnc3Oc3ccc(Cl)cc32)C1 (stereo not given)
 : 17.0% | 3.1% | -8.9% | -0.9 | 11.5% | -5.8% | -3.6% | 35.0%[activator] | 73.4%[activator]
- Cc1cc(C(=O)COC(=O)c2ccc(NC(=O)CC#N)cc2)c(C)n1-c1ccc(OC(F)F)cc1
 : x | -1.6% | -9.9% | -5.0 | -25.5% | x | x | u | 6.9%
- CCOC(=O)C1C(=O)C=C(c2ccc(C)cc2)CC1c1ccccc1 (stereo not given)
 : 3.9% | 0.8% | -13.5% | 0.2 | -16.8% | -11.4% | u | 97.4%[activator] | -7.8%
- O=S(=O)(Nc1nc2ccccc2nc1NCc1ccco1)c1ccc(F)cc1
 : -1.7% | -2.3% | 1.0% | -2.1 | 8.2% | -1.3% | -11.7% | 35.4%[activator] | -2.6%
- COc1cc(OC)c(OC)cc1/C=N/NC(=O)c1cccc(S(=O)(=O)N2CCOCC2)c1
 : -0.2% | -5.1% | -16.7% | -1.1 | -0.3% | -2.0% | u | -3.9% | 1.6%
- CN1C(=O)c2ccccc2Sc2ccc(NC(=O)c3ccccc3F)cc21
 : 10.8% | -0.8% | -7.1% | -4.8 | -8.0%[60.1 µM] | -5.4% | 2.6% | 8.6% | x
- Cc1cc(NC(=O)CSc2nc3ccsc3c(=O)n2NC(=O)c2ccccc2)no1
 : -12.3% | 4.9% | 6.2% | -5.5 | -8.1% | 3.9% | -4.0% | 5.4% | 10.0%
- O=c1cc(-c2ccc(O)cc2)oc2cc(O)cc(O)c12
 : -12.0%[57.1 µM] | -11.3%&-3.0%&-3.1%&-2.7%&-2.0%&-3.1%&0.0% | u | -13.4 | 20µM*! | -9.7% | -11.4%[29.3 µM] | u | 25.1µM*!

3 compounds already listed, arranged by the number in APE1 inh, highest first.
canonical_smiles | APE1 inh
Cc1cc(C(=O)COC(=O)c2ccc(NC(=O)CC#N)cc2)c(C)n1-c1ccc(OC(F)F)cc1 | 6.9%
COc1cc(OC)c(OC)cc1/C=N/NC(=O)c1cccc(S(=O)(=O)N2CCOCC2)c1 | 1.6%
Cc1ccc(CNC(=O)C(=O)NCC2OCCCN2S(=O)(=O)c2ccc(F)cc2)cc1 (stereo not given) | -5.0%

(continued)
Values run as follows: Pol beta inh | GRP78 ERSR act | POLH inh | LDHA block | Pol kappa inh | BLM helicase inh | Anesthetic bind | Pol iota inh | APE1 inh
- Cc1nnc(SCC(=O)Nc2nc(-c3ccc(F)cc3)cs2)[nH]c1=O
 : -21.8% | 0.0% | -11.8% | -11.3 | -4.8% | 2.9% | u | -2.0% | 2.0%
- Cc1ccc(C[n+]2cc(-c3ccc(Cl)cc3)n3c2CCC3)cc1
 : 15.5% | -4.7% | -15.1% | -2.8 | -5.0% | -9.6% | -10.4% | 61.7%[activator] | -7.7%
- CC1CCCCN1S(=O)(=O)c1ccc2c(c1)CCN2C(=O)C1CCC1 (stereo not given)
 : 1.9% | -0.2% | -2.7% | -4.3 | -2.3% | -3.7% | -15.6% | 3.8% | -2.7%
- CCOC(=O)C1(C)C=C(Nc2ccc(C)cc2)C(=O)N1c1ccc(C)cc1 (stereo not given)
 : 1.3% | -0.4% | -0.4% | -2.7 | -6.0% | -3.2% | -3.3% | 74.9%[activator] | 21.5%
- CCc1ccc(C(=O)COC(=O)c2ccc(Cl)nc2)cc1
 : 32.5% | 3.8% | -11.8% | -6.3 | -6.0% | -3.6% | -18.9% | 0.2% | 0.3%
- CCCCCC(CC(=O)NO)C(=O)NC(C(=O)N1CCCC1CO)C(C)C (stereo not given)
 : x | 2.0% | -4.0% | -14.3 | -9.4% | x | x | -20.1% | -6.2%
- CCN=C1NN=C(c2cc(C)n(CCc3ccccc3)c2C)CS1
 : 17.5% | 6.6% | -7.1% | -13.5 | 1.3% | -12.0% | -21.2% | 20.1% | 1.5%
- Cc1ccc(-c2ccc(C)c(N)c2C)c(C)c1N
 : u | -3.7% | -6.0% | 5.4 | -8.5% | 5.8% | -10.8% | -11.9% | 9.8%
- COC(=O)c1cc2sc(C)cc2n1Cc1ccc(Br)cc1F
 : 9.5% | x | x | -4.2 | -5.8% | -7.2% | 38.0%[activator] | 18.7% | x
- COC(=O)C1C(O)=C(C=NC2CCCCC2)C(=O)CC1(C)C (stereo not given)
 : 6.2% | 1.4% | -3.7% | -5.1 | -15.2% | -4.6% | -13.9% | 7.4% | -8.3%
- COCCN1C(=O)N[C@@H](c2cccc(C(F)(F)F)c2)[C@H](C(C)=O)[C@H]1C
 : x | -4.1% | -7.3% | -7.0 | 1.9% | 0.5%[12.4 µM] | x | 21.9% | -1.5%[12.4 µM]
- CCN(CC)C(=O)c1ccc(-c2nnc(Nc3cccc(O)c3)c3ccccc23)cc1
 : 3.8% | -2.6% | -5.5% | 0.6 | -3.1% | -0.6% | -14.3% | 8.1% | -4.9%
- COC(C[C@H](O)C[C@H](O)[C@H](C)OCc1ccccc1)OC
 : 3.4% | -4.2% | -10.4% | -14.8 | -6.2% | -0.8% | -5.5% | -6.6% | 4.6%
- COCCCNC(=O)C1CCN(Cc2cc3ccccc3n2Cc2ccccc2C)CC1
 : 16.9% | -1.9% | -21.5% | -5.6 | -7.4%[60.1 µM] | -2.9% | 3.3% | -5.1% | x
- O=C(/C=C/c1ccc(F)cc1)Nc1ccc(S(=O)(=O)N2CCOCC2)cc1
 : u | -1.4% | -1.9% | -6.1 | -9.7% | -0.6% | -20.1% | -12.1% | 13.7%
- Cc1ccc(SC(C)c2nc(-c3ccncc3)no2)cc1 (stereo not given)
 : -7.9% | 0.7% | -12.1% | -4.4 | 5.7% | -1.2% | -11.6% | 7.9% | 2.6%
- CN(C(=O)CC1C(=O)NCCN1Cc1ccccc1F)C1CCOCC1 (stereo not given)
 : -0.3% | -3.1% | -3.9% | 11.6 | -19.6% | -0.8% | -10.1% | 4.6% | -6.7%
- COc1ccc(OC)c(NC(=O)COC(=O)[C@H](Cc2ccccc2)NC(=O)c2ccco2)c1
 : x | 1.0% | -21.7% | -2.6 | -0.2% | x | x | 29.2% | -0.7%
- C/C(=N\NC(=O)Cc1cccn1C)c1ccco1
 : 2.4% | 0.8% | -6.4% | -8.5 | -19.5% | -6.9% | 1.2% | -23.2% | u
- CCOC(=O)Cc1csc(NC(=O)/C=C/c2ccco2)n1
 : -0.3% | 15.1% | -17.0% | -1.7 | -25.1% | -1.4% | -0.3% | u | 11.7%
- Cc1c(C(=O)OCC(=O)N2CC(C)CC(C)C2)oc2ccccc12 (stereo not given)
 : x | 2.4% | -14.8% | -2.0 | -2.3% | x | x | -8.9% | 4.9%
- Cc1ccc(-c2nc(C=Nc3ccccc3)c(O)o2)cc1
 : 1.9% | 8.6% | -20.9% | 0.0 | -2.4% | -4.3% | u | 13.8% | -9.2%
- Cc1ccccc1C(=O)NC1(C(F)(F)F)N=C(c2ccccc2)N(Cc2ccccc2)C1=O (stereo not given)
 : 15.5% | -1.6% | -12.6% | -4.5 | -11.8% | -5.9% | -14.2% | 1.6% | x
- CCN(CC)C(=O)C1CCN(Cc2ccc(OCc3ccccc3)cc2)CC1
 : -2.8% | 6.3% | -21.8% | -12.9 | 5.0% | -3.0% | u | 1.4% | 21.4%

Bioassay records deposited in PubChem by National Center for Advancing Translational Sciences (NCATS).
